Epigenetic derep = Quantitative High-Throughput Screen for Regulators of Epigenetic Control | Potency, µM (series often up to 53.9 µM), without a hit: top-dose GFP activation, usual class: activators | 280,000 compounds, 0.2% hits | murine LDR cells, GFP reporter derepression, 30 h; note: % of control where 0% means no effect; nearly all actives have a fitted effect of over 60% in size
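Derepression of a silenced CMV-GFP reporter in murine LDR cells is scored by enumerating GFP-positive cells with a laser-scanning microplate cytometer after 30 hours of treatment at 37 C.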
SMN2 splice up = qHTS Assay for Enhancers of SMN2 Splice Variant Expression; 210,000 compounds, 2.8% hits; Potency, µM (top dose mostly 46.1 µM), inactives show at the highest dose activity change, positive = activation, usual class: activators; HEK293 SMN2-luciferase splicing reporter, luminescence, 30-36 h; note: % of control where 0% means no effect; nearly all actives have a fitted effect of over 55% in size
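HEK293 cells carry an SMN2 […]–luciferase reporter in which exon 7 inclusion puts luciferase in frame. Cells were plated 10-12 h before compound addition, then incubated 30-36 h at 37C. ONE-Glo luminescence was read; sodium butyrate at 4.5 mM final served as control.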
An asterisk follows results filed as active; ? = inconclusive; [ ] = remark or other dose. Calls come from the whole dose curve; as a rule, active = well fitted curve in the direction sought with a large enough effect; inconclusive = small, poorly fitted or top-dose-only effect, or another doubt; inactive = no such curve, though single readings can be large; an effect the other way counts as inactive or inconclusive. Potency is the fitted concentration of half-maximal effect. A portion of the library. The share of hits here may be higher or lower than overall.

cpd | SMILES | Epigenetic derep | SMN2 splice up
1 | Cc1cc(C)n(-c2nnc(Nc3ccc(C)c(Cl)c3)c3ccccc23)n1 | -0.7% | -4%
2 | O=C(c1ccc(Cl)cc1)n1nc(-c2ccco2)nc1NCc1cccs1 | 0.8% | 21%
3 | CC(=O)N1CCc2cc(Br)cc(S(=O)(=O)N3CCN(c4cc(C)ccc4C)CC3)c21 | 3.2% | 0%
4 | CC(=O)c1cccc(-n2c(=O)c3c4c(sc3n(CC(=O)c3ccccc3)c2=O)CN(C(C)=O)CC4)c1 | 1.1% | -2%
5 | CCOC(=O)c1cc2c(=O)n3ccccc3nc2n(CC2CCCO2)c1=NC(=O)c1ccc(OCC)cc1 (stereo not drawn) | 9.7% | 10%
6 | Cc1cccc(N(C)C(=O)C(Cc2ccccc2)NS(=O)(=O)c2cccc3nsnc23)c1 (stereo not drawn) | -2.4% | -16%
7 | Cc1cc(C)n(-c2nc3ccccc3nc2Nc2cc(C(=O)O)ccc2C)n1 | -0.7% | 15%
8 | Cc1nn(-c2nc(-c3ccc(F)cc3)cc(C(F)(F)F)n2)c(C)c1Br | -0.9% | -19%
9 | CC(C)c1ccc2oc(-c3cc(NC(=O)c4cccs4)ccc3Cl)nc2c1 | -1.1% | -26%
10 | COc1ccccc1N1CCN(S(=O)(=O)c2c(C)sc3ncn(CC(=O)Nc4ccccc4F)c(=O)c23)CC1 | 1.3% | 9%
11 | Cc1cc(C)c(NC(=O)Cn2c(=O)n(CCC(C)C)c(=O)c3cccnc32)c(C)c1 | 0.0% | 2%
12 | Cc1cccc(-c2noc(CN(C(=O)COc3ccc(C(C)C)cc3)C(C)C)n2)c1 | 0.0% | -17%
13 | O=C(Cn1nc(C(F)(F)F)c2c1CCCC2)Nc1ccc(F)c(Cl)c1 | 0.0% | -8%
14 | CCCCCOc1ccc(C2c3c(oc4ccccc4c3=O)C(=O)N2c2nc(C)c(C)s2)cc1OCC (stereo not drawn) | 0.1% | 10%
15 | COc1cccc(CN2C(=O)c3ccccc3Sc3ccc(C(=O)NCCc4ccc(Cl)cc4)cc32)c1 | -0.2% | -1%
16 | CCc1ccc(NC(=O)N2c3ccccc3Sc3ccccc32)cc1 | -1.6% | -5%
17 | N#Cc1c(-c2ccccc2)cc(-c2ccccc2)nc1SCC(=O)Nc1ccc(Cl)cc1 | 1.0% | 5%
18 | Cc1ccc(Cn2c(=O)n(-c3cccc(C(F)(F)F)c3)c(=O)c3c(C)c(C)sc32)c(C)c1 | 0.9% | 2%
19 | N#Cc1c(N)n(-c2cccc(Cl)c2)c2nc3ccccc3nc12 | 7.6% | 5%
20 | c1ccc(Cc2nnc(SCc3nc(-c4cccs4)no3)n2-c2ccccc2)cc1 | 0.0% | -26%
21 | COc1ccccc1OCCCn1c(-c2ccc(Cl)cc2)nc2ccccc2c1=O | -3.4% | -7%
22 | CCC(=O)Nc1ccc(-c2nc3ncccc3o2)cc1C | 1.1% | ?
23 | COc1ccc(-c2coc3c2c(C)cc2oc(=O)c(C)c(C)c23)cc1 | -1.9% | 4%
24 | CCOC(=O)/C(C#N)=C/c1ccc(-c2ccccc2)o1 | 0.8% | 0%
25 | CCOc1ccc(OCC)c(NC(=O)c2c(C)nn(-c3ccccc3)c2-n2cccc2)c1 | -5.5% | -1%
26 | Cc1csc2nc(COc3ccc(NC(=O)C(C)C)cc3)cc(=O)n12 | 0.6% | 2%
27 | CN(C)S(=O)(=O)c1ccc2c(c1)c(=O)c(C(=O)N1CCN(c3cccc(Cl)c3)CC1)cn2C | 2.2% | 8%
28 | O=C(CSc1oc(-c2ccc(F)cc2)nc1S(=O)(=O)c1ccccc1)c1ccc(Cl)cc1 | -0.7% | -1%
29 | Cc1cc(C)c(Cn2c(=O)n(Cc3ccccc3)c(=O)c3c(C)c(C)sc32)c(C)c1 | -1.8% | -4%
30 | CCOc1ccc(C(=O)c2cn(CC(=O)Nc3ccc(Cl)cc3)c3cc4c(cc3c2=O)OCO4)cc1 | -3.2% | 17%
31 | COCCCNC(=O)C1CCN(C(=O)c2cnn(-c3ccccc3)c2-n2cccc2)CC1 | -5.9% | 4%
32 | O=C(Cn1ncc2c3ccccc3n(Cc3ccccc3)c2c1=O)NCCCN1CCCCC1 | 0.6% | 9%
33 | O=C(NCc1cccc(Cl)c1)c1cc2c(s1)-c1ccccc1OC2 | 0.8% | -13%
34 | O=C(c1ccc2c(c1)N(Cc1ccccc1F)C(=O)c1ccccc1S2=O)N1CCOCC1 (stereo not drawn) | -1.1% | -6%
35 | COc1ccccc1/C=C/c1nc(C#N)c(N2CCN(C)CC2)o1 | ? | 5%
36 | O=C(c1ccc2c(c1)N(Cc1ccccc1)C(=O)c1ccccc1S2=O)N1CCC(Cc2ccccc2)CC1 (stereo not drawn) | 1.0% | -46%[inhibitor]
37 | Cc1ccc(NC(=O)CCS(=O)(=O)c2ccc(Br)s2)c(Br)c1 | -1.8% | -1%
38 | CCOc1ccccc1C(=O)Nc1ccc(S(=O)(=O)Nc2ncccn2)cc1 | -1.0% | 7%
39 | COc1ccc(-c2c3c(=O)n(C)c(=O)n(C)c3c3c(-c4cccc(C)c4)nc4ccccc4n23)cc1 | 2.9% | 0%
40 | Cc1cc(C)nc(NS(=O)(=O)c2ccc(NC(=O)c3nc(SC(C)C)ncc3Cl)cc2)n1 | -3.5% | 18%
41 | COc1ccc(NC(=O)c2sc3nc4c(cc3c2N)CN(C(C)C)CC4)c(OC)c1 | 0.0% | -59%[inhibitor]
42 | CCCCOc1ccc(Cn2c(=O)oc3ccccc32)cc1 | -4.4% | -4%
43 | COc1ccccc1NC(=O)Cn1nnc(C(=O)NCc2ccc3c(c2)OCO3)c1N | 5.7% | -2%
44 | O=C(c1ccc2c(c1)N(Cc1ccccc1F)C(=O)c1ccccc1S2(=O)=O)N1CCc2ccccc21 | 1.1% | 13%
45 | Cc1cc(C)cc(N(CC(=O)NCc2ccccc2Cl)S(=O)(=O)c2c(C)[nH]c(=O)[nH]c2=O)c1 | 0.0% | 4%
46 | COc1cc(-c2nc3ccccn3c2Nc2ccccc2C)ccc1O | -0.5% | 17%
47 | CC1=C(C(=O)Nc2ccccc2)C(c2ccc(Br)cc2)n2nc(CCCO)nc2N1 (stereo not drawn) | -2.8% | -3%
48 | Cc1ccc(CCNC(=O)c2ccc3c(c2)N(Cc2ccccc2F)C(=O)c2ccccc2S3=O)cc1 (stereo not drawn) | -0.3% | 7%
49 | CC1(C)CC(=O)c2cc(C(=O)Nc3ccc(Cl)cc3)c(=O)[nH]c2C1 | -1.8% | 8%
50 | CCN(Cc1ccccc1)c1nc2c(S(=O)(=O)c3ccccc3)nnn2c2ccc(Cl)cc12 | 1.1% | -4%
51 | COc1ccccc1-c1nnc(C2CCN(S(=O)(=O)c3ccc(F)c(C)c3)CC2)o1 | -0.7% | -14%
52 | CCOc1ccc(NC(=O)Cn2cc(S(=O)(=O)N3CCN(c4ccccc4F)CC3)c3ccccc3c2=O)cc1 | 1.3% | -5%
53 | O=S(=O)(c1cccc(F)c1)N1CCC(c2nc3ccccc3s2)CC1 | -1.7% | -1%
54 | COC(=O)c1c(NC(=O)CCCOc2cccc(C)c2)sc2c1CCC(C)C2 (stereo not drawn) | -1.6% | 10%
55 | COc1ccc(OC)c(CNC(=O)c2cc(-c3ccc(Cl)s3)nc3ccccc23)c1 | 5.3% | 1%
56 | Cc1ccc(OCCCC(=O)Nc2sc3c(c2C(N)=O)CCC(C)C3)cc1 (stereo not drawn) | -0.8% | 14%
57 | O=C(NCCN1CCN(c2ccccc2)CC1)Nc1ccccc1Br | 0.7% | ?
58 | C#CCSc1nc2sc3c(c2c(=O)n1Cc1ccccc1)CCCC3 | -1.6% | 1%
59 | CCCCN(C)S(=O)(=O)c1ccc(NC2=NS(=O)(=O)c3ccccc32)cc1 | 7.7% | -17%
60 | Clc1ccc(-n2c(Cc3ccccc3)nnc2SCc2nc(-c3cccs3)no2)cc1 | 1.9% | -17%

Carrying on.
cpd | SMILES | Epigenetic derep | SMN2 splice up
61 | CC(Sc1nc(=O)cc(N)n1CCc1ccccc1)C(=O)Nc1cccc(Cl)c1 (stereo not drawn) | 1.1% | 9%
62 | Cc1ccc(C)c(NC(=O)C(Cc2ccccc2)n2cccc2)c1 (stereo not drawn) | 1.4% | -48%
63 | Cc1cccc(Cn2cc(C(=O)c3ccccc3)c(=O)c3cc4c(cc32)OCO4)c1 | 0.8% | 7%
64 | CCn1c(=O)cc(OCC(=O)N2CCN(c3cccc(Cl)c3)CC2)c2ccccc21 | 0.0% | 4%
65 | Cc1ccc(NC(=O)CCc2c(C)nc3c(-c4ccc(F)cc4)c(C)nn3c2C)cc1F | 0.0% | 7%
66 | COc1ccc(S(=O)(=O)N(Cc2nc(-c3ccc(Cl)cc3)no2)C2CCCCC2)cc1 | 0.0% | -1%
67 | CCCOc1ccc(-c2nonc2NC(=O)c2oc3ccc(C)cc3c2C)cc1OCCC | -1.9% | 5%
68 | COc1ccccc1/C=C/c1nc(C#N)c(NCc2ccccc2)o1 | 13% | 3%
69 | COc1ccccc1CNc1nc2ccccc2c2nc(-c3cccnc3)nn12 | 0.0% | -1%
70 | CC(C)c1ccc2oc(-c3cc(NC(=O)c4cccnc4)ccc3Cl)nc2c1 | -0.9% | 15%
71 | O=C(NCCc1ccccc1)c1ccc2c(c1)N(Cc1ccc(F)cc1Cl)C(=O)CS2 | -0.3% | 5%
72 | Cc1ccc(Cl)cc1N1CCN(C(c2ccc(F)cc2)c2nnc(-c3ccccc3)o2)CC1 (stereo not drawn) | 1.1% | -24%
73 | CCOc1ccc2c(c1)NC(c1cccs1)=NC(c1ccc(F)cc1)=N2 | -2.0% | 3%
74 | CCOC(=O)c1cc2c(=O)n3ccccc3nc2n(CCCOC)c1=NC(=O)C(C)Oc1ccccc1 (stereo not drawn) | 11% | -8%
75 | CCn1c(C(=O)N2CCC(C(=O)NCCc3ccc(OC)cc3OC)CC2)cc2sccc21 | ? | 0%
76 | CCOC(=O)c1cc2c(=O)n3ccccc3nc2n(CC2CCCO2)c1=NC(=O)c1cccc(C)c1 (stereo not drawn) | 10% | -3%
77 | O=C(CSc1nc(O)c(C/C=C/c2ccccc2)c(=O)[nH]1)Nc1cccc(F)c1 | -2.2% | -8%
78 | Cn1c(=O)c2sccc2n2c(CCC(=O)N3CCN(c4cccc(Cl)c4)CC3)nnc12 | -1.8% | 1%
79 | COc1ccc(-c2cc(OC(=O)c3cccc(Cl)c3)c3c(C)oc(C)c3c(=O)c2)cc1OC | 1.1% | 12%
80 | CCc1ccc(C2c3c(n[nH]c3C)C(=O)N2c2ccc(C)cc2)cc1 (stereo not drawn) | -1.4% | 25%
81 | CCOc1ccccc1NC(=O)c1cc(=O)c2ccc(C)cc2o1 | 1.1% | 14%
82 | Cc1cc(N2CCN(c3ccccc3)CC2)n2cnnc2n1 | 9.8% | -35%[inhibitor]
83 | COc1cccc(NC(=O)Cn2c(=O)n(Cc3ccc(C(=O)NCc4ccc(C)cc4)cc3)c(=O)c3ccccc32)c1 | 0.0% | -11%
84 | C=Cc1ccc(Cn2c(C)c(CNCCc3ccccc3C)c(C(=O)O)c2C)cc1 | -3.2% | 2%
85 | COc1cccc(NC(=O)c2sc3nc(C)c(C(=O)Nc4ccc(C)cc4C)c(-c4cccs4)c3c2N)c1 | 1.1% | -12%
86 | CCOc1ccc(CC(=O)Nc2c(C(=O)c3ccccc3)oc3ccc(OC)cc23)cc1OCC | -0.2% | -4%
87 | COc1cccc(Cn2nc(SC)c(S(=O)(=O)c3ccccc3)c2N(C(C)=O)C(C)=O)c1 | -1.8% | -1%
88 | COc1cccc(-n2c(=O)c3sccc3n(Cc3cc(=O)n4cc(Cl)ccc4n3)c2=O)c1 | -0.9% | 3%
89 | O=C(c1ccccc1Br)N(Cc1ccccc1F)C1CCS(=O)(=O)C1 (stereo not drawn) | -1.9% | -7%
90 | CC(C)CSc1oc(-c2ccco2)nc1S(=O)(=O)c1ccc(Br)cc1 | 1.4% | -16%
91 | CCn1c(=N)c(C(=O)NC2CCCC2)cc2c(=O)n3ccccc3nc21 | -0.9% | 1%
92 | COc1ccc(NC(=O)CSc2oc(-c3ccco3)nc2S(=O)(=O)c2ccc(Br)cc2)c(OC)c1 | 2.6% | -5%

Screening results (PubChem BioAssay)
